High-throughput results: PubChem, several laboratories
M. tuberculosis GlmU – inhibition of mycobacterial GlmU enzyme – biochemical, glucosamine-1-phosphate acetyltransferase (AID 1376); M. tuberculosis GlmU acetyltransferase enzyme assay; higher % means a stronger effect; inhibition, %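 (tested at 30 µM in the primary screen)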; hits with a dose series show IC50 in µM; 0.25% of 220,000 active; in the data active = inhibition above about 13%;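 note: 0% = complete reaction with vehicle and 100% = reaction without substrate; strong numbers were not always called active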
Mtb RmlCD inh – inhibitors of Mycobacterium tuberculosis RmlC and RmlD coupled enzymes | P9WH09+P9WH11 | RmlC+RmlD coupled enzyme assay, percent inhibition; primary screen in compound mixtures | inhibition, % at 3.6 µM | 0.03% of 160,000 active | AID 1533; in the data active = inhibition mostly above about 34%, no sharp cut-off; note: some results filed as inactive read as strong as hits
Target sequence (P9WH09 whole entry, looked up): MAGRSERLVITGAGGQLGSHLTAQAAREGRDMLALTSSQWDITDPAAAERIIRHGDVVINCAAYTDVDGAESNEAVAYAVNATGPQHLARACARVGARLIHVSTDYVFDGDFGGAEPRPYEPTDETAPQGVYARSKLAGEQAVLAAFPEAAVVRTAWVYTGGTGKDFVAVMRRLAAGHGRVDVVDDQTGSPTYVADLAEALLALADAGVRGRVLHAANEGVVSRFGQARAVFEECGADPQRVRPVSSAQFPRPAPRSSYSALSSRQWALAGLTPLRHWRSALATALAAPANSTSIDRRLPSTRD
Target sequence (P9WH11 whole entry, looked up): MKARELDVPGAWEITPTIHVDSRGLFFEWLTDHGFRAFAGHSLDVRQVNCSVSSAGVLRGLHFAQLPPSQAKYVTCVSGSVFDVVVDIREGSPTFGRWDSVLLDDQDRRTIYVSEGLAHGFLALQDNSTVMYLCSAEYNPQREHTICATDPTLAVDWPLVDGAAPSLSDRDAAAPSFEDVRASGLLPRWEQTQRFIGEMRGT
Starred values were filed as active, the others as inactive; x = not tested or not shown. Not all compounds are listed; rates above refer to the full screens.

SMILES	M. tuberculosis GlmU	Mtb RmlCD inh
Cc1ccc(N=Nc2c(C)[nH]n(C(N)=S)c2=O)cc1	8.6%	0
CC(C)NC(=O)c1ccccc1N(Cc1ccccc1)S(C)(=O)=O	2.4%	-8
COc1ccc(C2OC(=O)CC2C(=O)NC2CCCCCC2)cc1OC (stereo not given)	0.2%	9
COC(=O)CN1C2=NCCCN2c2ccccc21	-1.5%	-11
COc1ccc(N2CCN(S(=O)(=O)c3cnc[nH]3)CC2)cc1	-10%	4
Cc1cc(C)cc(NC(=O)CSc2nc3[nH]ncc3c(=O)[nH]2)c1	2.9%	-13
Cc1ccsc1C(=O)C1CCCN(CCO)C1 (stereo not given)	-1.0%	-9
Nc1ccnn1Cc1ccncc1	1.8%	-3
O=C(C[N+]1(CC#Cc2ccccc2)CCCCC1)c1ccc(Cl)cc1	-1.1%	3
C=CCn1c(SCC(=O)NC23CC4CC(CC(C4)C2)C3)nc(O)cc1=O	-1.8%	x
CC(Sc1nnc(N)s1)C(=O)Nc1ccc(N2CCOCC2)cc1 (stereo not given)	-0.1%	x
Cc1cccnc1Sc1c([N+](=O)[O-])ncn1C	-1.5%	13

The final two compounds of the part above open the next one.
SMILES	M. tuberculosis GlmU	Mtb RmlCD inh
CC(Sc1nnc(N)s1)C(=O)Nc1ccc(N2CCOCC2)cc1 (stereo not given)	-0.1%	x
Cc1cccnc1Sc1c([N+](=O)[O-])ncn1C	-1.5%	13
CCN1CCN(c2c(Cl)cccc2NC(=O)c2ccc([N+](=O)[O-])cc2)CC1	0.8%	-15
CC(=O)c1ccc(N(C(=O)c2ccco2)C(C(=O)NC2CCCC2)c2ccc(N3CCOCC3)cc2)cc1 (stereo not given)	1.4%	-11
Cn1c(=O)[nH]c(=O)c2c1nc(CN1CCN(c3cccc(Cl)c3)CC1)n2CCN1CCOCC1	-0.1%	-7
CCOc1ncccc1C(=O)N(C)CC(=O)Nc1ccccc1SC	-7.8%	-3
O=C(CN1CCN(c2ccc(Cl)cc2)CC1)Nc1ccc(F)cc1	7.7%	x
CCCCN(CC)CCCNC(=O)Cn1nc(Cc2cccnc2)c2ccccc2c1=O	-3.1%	17
O=C1C2CCCN2C(c2ccccc2)N1c1cccc(Cl)c1 (stereo not given)	9.6%	x
CCOc1ccc(C(=O)NC(=S)Nc2ccc(NC(=O)CC)cc2)cc1[N+](=O)[O-]	4.4%	5
Cc1nc(SCc2ccccc2F)c2cnn(-c3ccccc3)c2n1	6.5%	-8
Cn1c(=O)c2c(ncn2CC(=O)N/N=C/C=C/c2ccco2)n(C)c1=O	6.5%	52
CC1CCCC(NC(=O)c2ccc(CNc3c(N4CCCC4)c(=O)c3=O)cc2)C1C (stereo not given)	-0.4%	-5
C=CCn1c(SCC(=O)N2N=C(c3ccco3)CC2c2ccco2)nnc1-c1ccncc1 (stereo not given)	-8.6%	9
Cc1ccc2c(CC(=O)OC3CCOC3=O)coc2c1 (stereo not given)	-3.4%	6
COc1ccccc1Nc1nc(NCc2ccco2)c2ccccc2n1	-3.8%	7
CC(=O)c1ccc(NC(=O)CSc2nccn2C)cc1	-1.1%	-11
CC1CC(C)CN(CCCNC(=O)C2CCN(S(=O)(=O)N3CCCCC3)CC2)C1 (stereo not given)	-4.5%	-7
O=c1c2cc(N3CCOCC3)ccc2[nH]c(=S)n1Cc1ccco1	5.5%	14
N#CCCN(Cc1cccnc1)C(=O)c1ccc(S(=O)(=O)N2CCOCC2)cc1	1.0%	x
O=C(CCN1C(=O)COc2ccccc21)NCCN1CCN(c2cccc(Cl)c2)CC1	-0.5%	x
CCCc1cc(C(=O)N2CCN(C(c3ccccc3)c3ccccc3)CC2)no1	10%	x
O=C(N/N=C/c1ccncc1)c1ccc(NC(=O)c2ccc(Cl)cc2)cc1	3.7%	12
Cc1ccc(NC(=S)Nc2cc(C(=O)O)ccc2N2CC3CC(C2)c2cccc(=O)n2C3)cc1C (stereo not given)	3.7%	x
CNc1ncc(C(=O)c2ccc(Br)cc2)s1	8.3%	-13
Cc1cc(NC(=O)NC(C(F)(F)F)C(F)(F)F)no1	6.1%	x
CCOc1ccc(NC(=O)Nc2ccc(NC(C)=O)cc2)cc1	-3.5%	3
CN1C(=O)c2oc3ccccc3c(=O)c2C1c1ccncc1 (stereo not given)	1.3%	x
COC(=O)c1ccn(Cc2ccccc2Cl)n1	-2.2%	-2
COC(=O)c1[nH]c2ccc(C)cc2c1NC(=O)C1=COCCO1	-6.0%	x
C=C(C)CNC(=O)c1ccc(OC2CCN(S(=O)(=O)N(C)C)CC2)cc1	1.2%	-17
Cc1noc(C)c1S(=O)(=O)Nc1ccc(C(=O)O)cc1	-5.0%	47
COc1ccc(C2C(C(=O)N3CCCCC3)c3ccccc3C(=O)N2C)cc1 (stereo not given)	3.2%	3
Cc1ccc(Nc2cc(C)nn2-c2nc(C)cc(=O)[nH]2)cc1	3.2%	98
CCOC(=O)CNC(=O)CSc1nc(Cc2cccs2)nc2ccccc12	0.8%	x
O=C(CSc1ccc2ccccc2n1)NCCC1=CCCCC1	5.7%	-4
CCn1ccc(C(=O)Oc2ccc(C(C)C)cc2)n1	1.7%	-5
Cc1csc(NC(=O)/C=C/c2ccco2)n1	2.0%	x
O=C(Nc1sc2c(c1C(=O)NC1CCCCC1)CCC2)c1ccco1	3.5%	13
Cc1ccc(OCc2nnc(SCC(N)=O)n2N)cc1	-2.9%	8
COc1ccccc1OC(=O)c1ccc(S(=O)(=O)N(C)C)cc1	2.1%	-11
Cc1cc2cc(CN(Cc3ccc4c(c3)OCO4)C(=O)c3cnccn3)c3nnnn3c2cc1C	-0.1%	10
O=C(Cc1ccccc1[N+](=O)[O-])NCCCN1CCOCC1	-5.8%	6
O=C(Cn1cnc2ccccc2c1=O)Nc1ccc2c(c1)CCC2	8.1%	x
CCOc1ccc(S(=O)(=O)N(C)c2ccc(OCC(=O)NCc3ccco3)cc2)cc1	4.0%	x
CC(=O)Nc1ccc2c(c1)N(C(C)=O)c1ccccc1CC2	-7.4%	1
c1ccc2c(c1)ncn2CCCOc1ccc2c(c1)CCC2	-7.0%	-9
COC(=O)c1c(NC(=O)CSc2nnc(-c3cccnc3)n2Cc2ccco2)sc(C)c1C	3.1%	-8
O=[N+]([O-])c1ccccc1Nc1ccccc1	-3.7%	-5
Cc1ccc(S(=O)(=O)Nc2ccc3ccccc3n2)cc1	2.3%	2

Random excerpt: two compounds from above.
SMILES	M. tuberculosis GlmU	Mtb RmlCD inh
c1ccc2c(c1)ncn2CCCOc1ccc2c(c1)CCC2	-7.0%	-9
O=[N+]([O-])c1ccccc1Nc1ccccc1	-3.7%	-5

The list continues:
SMILES	M. tuberculosis GlmU	Mtb RmlCD inh
NC(=O)c1cn(-c2ccccc2)nc1-c1cccnc1	-3.6%	12
Cc1csc(NC(=O)C2CCCCC2C(=O)O)n1 (stereo not given)	2.9%	x
Cc1ccc(S(=O)(=O)NCCc2nnc3ccc(NCCCOC(C)C)nn23)cc1	-4.6%	x
O=C(CCc1ccccc1)NCC1OCCc2ccccc21 (stereo not given)	-1.8%	3
CCn1c(=O)c2cc(C(=O)NCc3cccs3)sc2c2ccccc21	-5.7%	x
COc1ccc(CCNC(=O)CN(c2ccccc2OC)S(C)(=O)=O)cc1OC	-0.5%	x
O/N=C(\Cc1cscn1)c1ccc(O)cc1O	-3.7%	x
O=C(Nc1ccc(Cl)cc1)Nc1ccccc1NS(=O)(=O)c1cccs1	-5.9%	-5
COc1cccc(NC(=O)c2cc([N+](=O)[O-])ccc2N2CCN(C)CC2)c1	1.3%	5
CC(=O)NCCc1cc2cc(C)c(C)cc2[nH]c1=O	x	-2
COc1ccc(C2=NN(c3nc(C(=O)O)cs3)C(O)(C(F)(F)F)C2)c(OC)c1 (stereo not given)	-3.2%	4
CC(=O)NC(CC(=O)NC1CCCCC1)c1ccccc1 (stereo not given)	-4.7%	13
O=C(NCc1ccc(Cl)cc1)c1ccc(CNc2c(N3CCCC3)c(=O)c2=O)cc1	0.8%	11
CCOC(=O)N1CCC(N2C(=O)c3ccccc3C2Nc2ccc3c(C)cc(=O)oc3c2)CC1 (stereo not given)	-1.5%	4
CCOC(=O)c1sc(NC(=O)CSc2ncn[nH]2)c(C#N)c1C	4.2%	38
CCCn1cc(S(=O)(=O)CC(=O)Nc2ccc(OCC)cc2)c2ccccc21	1.2%	8
COc1ccc(NC(=S)N2CCc3cc(OC)c(OC)cc3C2)cc1	-3.5%	-4
CC(C(=O)Nc1ccccc1F)N1C(=O)c2ccccc2C1=O (stereo not given)	-1.4%	x
Cc1cccc2cc(CN(Cc3nnnn3C3CCCC3)C3CCCCC3)c(=O)[nH]c12	-2.7%	x
Cc1ccc(C)c(C(=O)CN2C3=NCCCN3c3ccccc32)c1	-5.5%	3
O=C(CSc1nnc2ccccn12)Nc1ccccc1C(=O)O	0.9%	3
O=C(NCCN1CCOCC1)c1cccs1	-5.7%	-9
COc1ccc(OC)c(/C=N/NC(=O)c2ccc3nc[nH]c3c2)c1	1.0%	18
O=c1[nH]c(=O)n(CCC2=CCCCC2)c(O)c1/C=N/N1CCOCC1	-2.2%	-7
CCOc1ccc(N=C2C(=O)N(CN3CCOCC3)c3ccccc32)cc1	1.6%	x
CP(=O)(Nc1ccccc1)C(Cl)(Cl)Cl (stereo not given)	-3.2%	9
NC1=NC(c2cn[nH]c2-c2cccc(F)c2)n2c(nc3ccccc32)N1 (stereo not given)	0.0%	5
O=C(O)c1cnn(-c2nc(-c3ccc(F)cc3)cs2)c1C(F)(F)F	8.1%	4
Clc1ccc2nc3c(c(-c4ccccc4)c2c1)CNCC3	-3.0%	x
COc1ccccc1CCNC(=O)c1cc(-c2ccncc2)nc2ccc(Br)cc12	-3.1%	1
N#Cc1nc(-c2ccco2)oc1N1CCCC1	-2.7%	0
Cc1cc(C(=O)COC(=O)c2ccc[nH]c2=O)c(C)n1-c1ccc(Br)cc1	-4.4%	4
CCOC(=O)c1ccccc1NS(=O)(=O)c1ccc(S(=O)(=O)N2CCCC2)cc1	-2.7%	-6
Cc1c(C(=O)OCC(=O)N2CC(=O)Nc3ccccc32)oc2ccc(Br)cc12	x	21
CCCC(C)NC(=O)c1ccc2[nH]c3c(c2c1)CC(C)CC3 (stereo not given)	-1.2%	5
CCCCCc1nc2sc3c(c2c(=O)n1NC(=O)c1ccc([N+](=O)[O-])cc1)CC(C)(C)OC3	3.6%	x
O=C(COC(=O)/C=C/c1ccc(Cl)cc1)Nc1ccccc1-c1ccccc1	3.0%	-6
CCOC(=O)c1[nH]c(C)c(C(=O)OC)c1C	5.8%	8
COc1ccc(NC(=O)CCN2CC(C)OC(C)C2)c(OC)c1 (stereo not given)	2.1%	x
Cc1cccc(C)c1OCC(=O)Nc1ccc(S(=O)(=O)Nc2ccccn2)cc1	-3.1%	6
COc1cc2c(CCNC(C)=O)c[nH]c2cc1O	0.3%	x
CCN1CCCC1CNC(=O)Cn1cccc1C(=O)c1ccccc1C (stereo not given)	-4.7%	13
COc1ccccc1NC(=O)COC(=O)CNC(=O)c1ccc(OC)c(OC)c1	0.8%	-5
Cc1ccn2c(/C=N/OCc3cccc(F)c3)c(-c3ccc(Cl)cc3)nc2c1	-3.4%	1
O=C(c1ccc(NS(=O)(=O)c2cccs2)cc1)N1CCCCC1	1.5%	11
C/C(=N\NC(=O)c1cc(Br)ccc1O)c1cccs1	-1.9%	7
CN(C)S(=O)(=O)c1ccc(C(=O)Nc2nnc(Cc3ccccc3)s2)cc1	1.8%	-3
C[C@H](O)[C@@H](C(=O)N1CCN(C(=O)OC(C)(C)C)CC1)n1cc(CCCCNC(=O)OC(C)(C)C)nn1	0.8%	x
COc1ccc(CC(=O)NCc2cccs2)cc1	1.1%	x
Cc1noc(C)c1COc1ccc(C(=O)NCC2CCCO2)cc1 (stereo not given)	-1.4%	41
O=C(Cc1c[nH]c2ccccc12)NC1(C(=O)NC2CCCCC2)CCCCC1	1.3%	x
Nc1ccc(-c2nc3ncccc3o2)c(Cl)c1	9.7%	6
CC1CCCN(C(=O)c2sc3cc([N+](=O)[O-])ccc3c2Cl)C1 (stereo not given)	-6.0%	x
COc1ccccc1N1CCN(C(=O)c2ccc([N+](=O)[O-])s2)CC1	3.6%	6
O=C(CN(C(=O)CCC(=O)Nc1ccccn1)c1ccc2c(c1)OCCO2)NCCc1ccccc1	-2.6%	x
Cc1ccc(NC(=O)Nc2cc(S(=O)(=O)N(C)C)ccc2C)cc1	0.9%	1
COc1ccc(NS(=O)(=O)c2ccc(NC(=S)NC(=O)c3cccnc3)cc2)nn1	-1.5%	-20
O=C(Oc1ccccc1N1C(=O)C2CCCCC2C1=O)c1ccc(Cl)cc1 (stereo not given)	-1.7%	4
COc1ccccc1OCCNc1nc2c(c(=O)n(C)c(=O)n2C)n1C	1.8%	x
Cc1cnc(C(=O)Nc2ccccc2-n2cccc2)cn1	-1.8%	x

An excerpt from above in order of molecular weight, ascending:
SMILES	M. tuberculosis GlmU	Mtb RmlCD inh
Cc1ccc(C)c(C(=O)CN2C3=NCCCN3c3ccccc32)c1	-5.5%	3
COc1ccccc1Nc1nc(NCc2ccco2)c2ccccc2n1	-3.8%	7
O=C(c1ccc(NS(=O)(=O)c2cccs2)cc1)N1CCCCC1	1.5%	11
COc1ccccc1OCCNc1nc2c(c(=O)n(C)c(=O)n2C)n1C	1.8%	x
CCOc1ccc(N=C2C(=O)N(CN3CCOCC3)c3ccccc32)cc1	1.6%	x
C=C(C)CNC(=O)c1ccc(OC2CCN(S(=O)(=O)N(C)C)CC2)cc1	1.2%	-17
